Compound activity from PubChem.
PrPC TRFRET: inhibitors of human cell surface prion protein PrPC; inhibition, % at 13.8 µM; TR-FRET read-out; P04156; 0.43% of 370,000 active; in the data active = inhibition above about 24%; also: 0% = median of the test wells and 100% = reference compound wells
Rv3671c protease: inhibitors of M. tuberculosis serine protease Rv3671c. inhibition, % at 5.96 µM. 0.048% of 320,000 active. AID 2606; in the data active = inhibition above about 38%;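 also: extracellular domain of Rv3671c used as enzyme; 0% = enzyme with DMSO and 100% = no enzyme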
Target sequence (P9WHR9 whole entry, looked up, the tested form may be a part): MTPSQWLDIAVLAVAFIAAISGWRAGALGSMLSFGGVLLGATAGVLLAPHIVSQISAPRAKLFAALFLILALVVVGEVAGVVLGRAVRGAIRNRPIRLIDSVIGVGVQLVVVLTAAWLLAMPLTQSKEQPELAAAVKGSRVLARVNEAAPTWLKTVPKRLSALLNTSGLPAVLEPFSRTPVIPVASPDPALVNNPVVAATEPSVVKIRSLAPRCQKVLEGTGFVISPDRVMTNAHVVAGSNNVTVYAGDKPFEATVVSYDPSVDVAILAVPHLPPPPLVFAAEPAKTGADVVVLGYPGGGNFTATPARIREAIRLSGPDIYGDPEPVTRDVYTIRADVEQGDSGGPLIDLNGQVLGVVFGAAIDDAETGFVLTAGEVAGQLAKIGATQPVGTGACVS
BoNT F protease: inhibitors of Botulinum neurotoxin F light chain protease; Multiplex microsphere protease cleavage assay, flow cytometry; inhibition, % at 10 µM; 0.22% of 360,000 active; AID 588497; in the data active = inhibition above about 35%, passing the limit was not always enough; inconclusive = no clear call, values can overlap the other calls; also: plate controls were buffer without enzyme for full effect and enzyme alone for no effect
MazF activator: activators of E. coli MazEF toxin-antitoxin RNase | P0AE70 | FAM/BHQ RNA-DNA oligo cleavage fluorescence, 5 h | activation, % at 20 µM | 0.32% of 350,000 active; in the data active = activation above about 50%
Target sequence (P0AE70 whole entry, looked up): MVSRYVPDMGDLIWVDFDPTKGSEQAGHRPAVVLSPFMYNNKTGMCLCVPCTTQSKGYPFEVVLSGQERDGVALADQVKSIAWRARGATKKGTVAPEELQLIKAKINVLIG
GDH-TPI counter: inhibits GDH-TPI coupling enzymes, artifact for Mtb FBA screen | GDH-TPI coupled enzyme counterscreen, NADH absorbance | inhibition, % at 4.8 µM | 1.2% of 360,000 active | AID 588335; in the data active = inhibition above about 30%;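 also: 0% = DMSO wells and 100% = wells lacking the enzyme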
UGM FP inh: Mtb UDP-galactopyranose mutase inhibition; P9WIQ1; purified UGM, fluorescence polarization probe displacement; inhibition, % at 10 µM; 0.06% of 320,000 active; in the data active = inhibition above about 10%, passing the limit was not always enough; inconclusive = no clear call, values can overlap the other calls
Mtb FBA inh: inhibitors of M. tuberculosis fructose-bisphosphate aldolase; inhibition, % at 1 µM; purified M. tuberculosis FBA, fluorescence read-out; AID 588726; P9WQA3; 2.3% of 360,000 active; in the data active = inhibition above about 27%;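 also: 0% = vehicle and 100% = reference inhibitor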
Target sequence (P9WQA3 whole entry, looked up): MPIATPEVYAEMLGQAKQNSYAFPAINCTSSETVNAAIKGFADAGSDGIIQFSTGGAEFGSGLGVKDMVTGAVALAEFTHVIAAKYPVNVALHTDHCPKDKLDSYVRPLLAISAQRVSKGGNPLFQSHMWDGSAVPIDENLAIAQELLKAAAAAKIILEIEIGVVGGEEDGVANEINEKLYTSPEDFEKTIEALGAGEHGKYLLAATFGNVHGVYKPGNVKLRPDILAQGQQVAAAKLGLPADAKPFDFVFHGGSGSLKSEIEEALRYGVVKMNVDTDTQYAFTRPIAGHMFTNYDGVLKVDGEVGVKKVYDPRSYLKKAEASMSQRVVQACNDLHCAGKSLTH
Mtb BioA inh: BioA (M. tuberculosis) enzyme inhibition. purified M. tuberculosis BioA enzyme, plate reader. inhibition, % at 9.99 µM. 0.096% of 360,000 active. AID 602481; in the data active = inhibition above about 40%; inconclusive = no clear call, values can overlap the other calls
FadD28 FP inh: inhibitors of Mycobacterium tuberculosis FadD28 bisubstrate binding. 0.22% of 360,000 active. inhibition, % at 12.5 µM. FadD28 bisubstrate probe binding, fluorescence polarization; in the data active = inhibition above about 8.5%, passing the limit was not always enough; inconclusive = no clear call, values can overlap the other calls
Active calls of the source: *; ? = inconclusive; . = not tested or not shown; & = joins results of further samples.

structure,UGM FP inh,FadD28 FP inh,Mtb FBA inh,PrPC TRFRET,Rv3671c protease,Mtb BioA inh,BoNT F protease,GDH-TPI counter,MazF activator
CN(C)c1cccc2c(C=C(C#N)C#N)ccc(N(C)C)c12,-0.6,0.4,5,-17,-4,0.9,-12,6,0
COc1cc(NC(=O)c2cc(Cl)ccc2Cl)ccc1-c1cc2ccccc2oc1=O,1.0,0.4,8,5,-16,-4.5,6,21,-5
O=C(NCc1cccnc1)c1c(O)c2cccc3c2n(c1=O)CCC3,0.2,-3.3,1,32*,4,.,4,3,-30
Cc1ccnc(NC(=O)c2ccc(Cl)c([N+](=O)[O-])c2)c1,-1.1,0.7,2,-32,-4,0.4,-2,8,3
COc1ccc(C(=O)Nc2ccccc2C(=O)NCCN2CCOCC2)cc1OC,-3.1,-5.6,0,2,-7,-0.3,4,-1,3
C/C(=N\Nc1ccccn1)c1ccc(C(C)C)cc1,-2.1,-1.0,3,6,2,0.3,-5,8,5
Cc1cccc(/C=N/NC(=O)c2ccc(F)cc2)n1,-0.6,-3.4,-1,8,-1,0.0,13,1,6
CCOC(=O)c1[nH]c2ccccc2c1N=CN(CC)CC,-0.3,-1.8,5,-14,0,-0.2,-10,6,0

Arranged by SMILES length (rising): some entries from above.
structure,UGM FP inh,FadD28 FP inh,Mtb FBA inh,PrPC TRFRET,Rv3671c protease,Mtb BioA inh,BoNT F protease,GDH-TPI counter,MazF activator
Cc1cccc(/C=N/NC(=O)c2ccc(F)cc2)n1,-0.6,-3.4,-1,8,-1,0.0,13,1,6
Cc1ccnc(NC(=O)c2ccc(Cl)c([N+](=O)[O-])c2)c1,-1.1,0.7,2,-32,-4,0.4,-2,8,3
COc1cc(NC(=O)c2cc(Cl)ccc2Cl)ccc1-c1cc2ccccc2oc1=O,1.0,0.4,8,5,-16,-4.5,6,21,-5

(cont.)
structure,UGM FP inh,FadD28 FP inh,Mtb FBA inh,PrPC TRFRET,Rv3671c protease,Mtb BioA inh,BoNT F protease,GDH-TPI counter,MazF activator
CCCCOc1ccc(C2(C)NC(=O)N(C)C2=O)cc1 (stereo unspecified),0.7,-4.5,0,4,2,1.5,-5,2,10
Cc1ccc(-n2nnc3c(=O)n(CC(=O)c4ccccc4)cnc32)cc1,-0.5,-2.7,2,-4,8,-0.9,-2,-3,1
O=C(COC(=O)CCc1nc2ccccc2s1)Nc1ncc(Cl)cc1Cl,-0.5,-3.7,1,3,-2,.,0,7,0
Cc1nn(Cc2ccccc2)c(Cl)c1/C=N/NC(=O)c1cccnc1,-2.2,-1.2,0,11,-7,104*,-3,10,5
CCCN(Cc1nnc(-c2ccccc2Cl)o1)C(=O)c1oc2ccccc2c1C,4.3,-3.1,1,0,-6,0.4,-4,1,2
CCCn1c(/C=C/c2cc[n+](C)cc2)nc2ccccc21,2.3,-1.2,4,-48,-1,1.1,?,7,-3
O=C(Nc1sc2c(c1C(=O)O)CCCCC2)c1ccccc1F,3.2,?,-2,1,-1,.,-7,8,19
CCOC(=O)C1C(c2ccc(C)o2)NC(=O)NC1(O)C(F)(F)F (stereo unspecified),-0.2,0.4,2,0,-13,-0.8,-7,1,9
COc1cccc(/C=N/NC(=O)c2nnn(-c3nonc3N)c2-c2cccs2)c1,1.5,-3.3,7,4,-9,3.3,3,-1,15
Brc1ccc2c(c1)OCCOCCOCCOCCOCCO2,0.2,-2.4,-3,-4,-2,.,-3,-5,4
COc1ccc(S(=O)(=O)N2CCCCC2)cc1NC(=O)Cc1c[nH]c2ccccc12,1.1,0.1,2,2,-13,.,-3,0,1
CN(CC(=O)Nc1c(Cl)cccc1Cl)C(=O)c1ccccc1-c1nc2ccccc2s1,0.3,-0.5,1,-1,-3,11,-5,1,5
CCOC(=O)c1c(NC(=S)Nc2ccccc2)sc2c1CCCCC2,-0.7,-2.0,3,.,1,.,-5,14,-2
Cc1ccc(Cl)cc1NC(=O)Nc1cccs1,0.5,-1.6,-1,14,9,.,-4,1,-2
CCOC(=O)c1oc2cccc(O)c2c1C,3.1,-1.3,5,-3,-4,0.9,-6,6,7
Cc1ccc(CSc2sc(C(=O)c3ccccc3)c(N)c2C#N)cc1,.,-2.3,-1,-5,-9,-0.1,-7,3,6
COc1cc(OC)cc(C(=O)N2CCN=C2SCc2cccnc2)c1,-0.7,-3.4,0,2,-1,3.6,-7,-6,0
O=C(NCc1ccncc1)c1cc(F)c(F)cc1Cl,0.1,-1.9,-1,5,3,-1.7,-3,5,2
Cc1cccc2nc(CSc3ccccc3N)cn12,-3.7,0.4,0,-10,10,.,-6,10,1
CC(C)Cn1c(SCC(=O)Nc2cccnc2Cl)nnc1-c1ccco1,1.4,-2.0,5,0,4,8.1,-2,7,-10
Cn1c(NC(=O)c2ccc(Cl)cc2)cc(=O)n(C)c1=O,-0.5,-0.9,0,0,-4,.,-4,15,4
CCCOC(=O)c1c(NC(=O)CCCn2nc([N+](=O)[O-])cc2C)sc(C(=O)OC)c1C,-1.6,0.1,1,-7,2,.,-18,-3,-2
CCOC(=O)N1CCC(Nc2cccc(SC)c2)CC1,1.8,0.1,2,6,-7,-0.2,1,4,-3
COc1ccc(OC)c(CN2C(=O)c3ccccc3C2C(=O)NCc2cccnc2)c1 (stereo unspecified),-0.3,-2.1,0,-3,11,0.3,-3,-3,-4
COC(=O)CC1C(=O)NCCN1C(=S)NC(=O)c1ccccc1[N+](=O)[O-] (stereo unspecified),-1.6,-3.7,-5,1,7,.,-1,-11,-4
CC(=O)CCC(=O)N1CCC(n2nccc2NC(=O)c2ccccc2C)CC1,-2.7,-0.4,-1,-7,2,-1.9,4,14,-11
O=C(O)c1cccc(NC(=O)c2ccc(S(=O)(=O)c3ccccc3)cc2)c1,1.8,-0.8,1,3,-12,.,-13,0,-4
COC(=O)C(O)(CC(=O)Nc1ccc(Cl)cc1Cl)C(F)(F)F (stereo unspecified),1.2,-2.8,0,4,7,1.5,-2,4,7
CCOC(=O)C1=C(N)OC2=C(C(=O)CC(C)(C)C2)C1c1ccco1 (stereo unspecified),-0.9,-1.2,-2,-2,-5,-2.0,4,10,7
COC(=O)Cn1ncc(N2C3CC(CC(C)(C)C3)C2C)c(Cl)c1=O (stereo unspecified),-0.8,-2.0,1,6,-4,1.1,-9,11,6
COc1ccc(OC)c(CC(=O)N2CCc3cc(OC)c(OC)cc3C2)c1,2.0,-1.3,-1,5,-4,-0.7,?,3,1
COc1ccc(-c2cc(C(F)(F)F)nc(N3CCN(c4ccc(F)cc4)CC3)n2)cc1OC,.,-4.8,0,-1,.,3.9,1,-5,6
O=C1NC(=O)N(c2cccc(Br)c2)C(=O)/C1=C/c1ccsc1,-0.1,-0.1,2,2,-10,.,0,6,-4
COc1ccccc1N1CCN(CC(O)COc2cccc3ccccc23)CC1 (stereo unspecified),-1.4&3.2,-0.9&-1.6,5&-1,-9&-2,-4&-4,0.7&2.3,-12&-15,4&1,-8&-1
CSc1nsc(SCC(=O)Nc2cccc(C(=O)O)c2)n1,-1.8,-4.0,9,4,5,-1.5,2,-8,14
COc1ccc(Br)cc1CN(C)C(=O)c1ccccc1OCc1c(C)noc1C,-0.6,-4.7,1,2,3,1.2,-7,-9,10
O=C(/C=C/c1ccccc1)OCN1C(=O)c2ccccc2C1=O,-2.3,-3.5,-2,6,-2,0.0,?,-5,6
COc1cccc(N2C(=O)CN(Cc3ccc(OC)c(OC)c3)C2=S)c1,0.9,-0.3,3,-3,-1,1.0,-26,3,-2
C/C(=N\O)C(C)(C)Nc1cccc(Br)c1,-1.1,-1.7,5,0,-1,.,3,7,5
COc1cc(OC)cc(-c2c(-c3cccs3)c3cc(-c4cnc(OC)nc4)ccc3n2C)c1,2.9,-3.3,2,5,-7,-2.1,9,4,-3
CN(Cc1ccon1)Cc1cn(C)nc1-c1cccc(Cl)c1,-2.0,-1.7,0,-1,4,.,-3,5,-5
Cc1cc(C(=O)O)c(C)n1C1CC1,7.0,-1.4,-3,-4,1,.,4,6,4
Cc1ccc(OCC(=O)Nc2ccc(Cl)cc2)c([N+](=O)[O-])n1,2.3,-2.1,1,1,7,0.5,4,3,5
CCN(CC)CCCC(C)NC(=O)c1cc(=O)c2ccccc2o1 (stereo unspecified),0.5,-1.0,-2,4,9,.,-2,7,1
CCCc1c(C(=O)N/N=C/c2ccc(OCc3ccccc3)cc2)nnn1-c1nonc1N,.,-3.2,-4,2,.,-1.4,1,3,-48
Nc1cc(N2CCNCC2)ccc1[N+](=O)[O-],-4.3,-3.5,-8,-21,8,.,-11,0,-3
FC(F)(F)c1cnc(Oc2cccc3ccccc23)c(Cl)c1,-2.0,-0.2,2,-2,3,.,2,5,-30
CCC(O)(CC)C(=O)N/N=C/c1cc(Br)cc(Br)c1O,0.5,-0.4,3,9,27,-0.7,-4,17,2
C/C=C\C=C/C(=O)Nc1cccc(C2=NOC3(C2)C[C@H](C(N)=O)N(C(=O)CC)C3)c1 (stereo partly specified),1.5,-0.5,-2,-1,-10,-0.8,-1,-3,3
COc1cccc(NC(=O)CN2C(=O)NC(C)(C3CC3)C2=O)c1 (stereo unspecified),0.0,.,4,0,2,-0.8,-8,-1,-3
O=C(c1ccc(NS(=O)(=O)c2cccc(F)c2)cc1)N1CCCCC1,2.4,-3.1,0,6,-2,0.1,-2,-10,1
O=C(Cc1coc2ccc3ccccc3c12)Nc1nccs1,-3.2,-2.8,-5,-2,4,-0.8,-11,9,7
CCOC(=O)c1ccc(NC(=S)NN2CCN(C)CC2)cc1,-1.6,-1.0,3,6,3,.,-5,-4,1
CCOC(=O)N1CCN(C(=O)c2ccc(S(=O)(=O)Nc3ccc(C)cc3)cc2)CC1,0.6,1.3,3,10,3,.,-8,11,-3
COC(=O)c1ccccc1S(=O)(=O)N1CCC(C(=O)OCC(=O)NCC(F)(F)F)CC1,0.7,-4.2,2,-7,13,.,3,3,6
COc1ccc(-c2csc(C(NC(C)=O)c3ccccc3)n2)cc1 (stereo unspecified),.,-2.8,1,1,.,-1.4,-3,2,.

(continued)
structure,UGM FP inh,FadD28 FP inh,Mtb FBA inh,PrPC TRFRET,Rv3671c protease,Mtb BioA inh,BoNT F protease,GDH-TPI counter,MazF activator
Cc1c(S(=O)(=O)c2ccccn2)c(N)n(Cc2ccccc2Cl)c1C,0.0,-0.8,2,-3,-9,.,.,3,-3
CN(/N=C/c1ccc(Cl)cc1Cl)c1ncc(Cl)cc1C(F)(F)F,-1.2,0.1,-3,5,-6,-2.1,?,-7,5
O=C1c2ccccc2-n2nnnc2C2c3ccccc3-n3nncc3CN12 (stereo unspecified),.,-1.9,5,6,.,5.8,2,.,.
COc1ccc(OC)c(-c2cc(C3CCN(c4ncccc4[N+](=O)[O-])CC3)[nH]n2)c1,1.4,0.1,-4,3,-6,0.0,-16,2,-13
COc1cc(OC)cc(-c2c(-c3cccs3)c3cc(-c4ccc5cc[nH]c5c4)ccc3n2C)c1,-1.9,0.9,28*,3,-2,-0.6,0,38*,-1
CCOCC(=O)Nc1cc(C(=O)OC)ccc1C(=O)OC,3.6,-0.8,3,5,-2,-0.3,-11,11,-6
CCSc1nc2c(c(=O)[nH]1)C(C(C)C)C(C#N)=C(N)O2 (stereo unspecified),0.2,-2.9,0,-1,3,-0.4,-1,4,4
CCN(CC(=O)Nc1ccc2c(c1)OCCO2)C(=O)c1ccccc1Br,-0.5,0.0,0,2,3,-4.2,-8,0,-13
O=C(CCCCC(=O)NCc1cccs1)NCc1cccs1,0.2,-2.2,1,2,-4,0.1,-6,-5,4
Cc1ccc(F)cc1NC(=O)CSc1nnc(CNC(=O)c2ccco2)n1C,0.3,-2.9,-1,-7,14,.,-10,-1,5
Cc1ccc(CN2CCNC(=O)C2CC(=O)N(C)CCc2ccccc2)cc1 (stereo unspecified),2.4,-0.8,7,7,0,-4.0,-1,2,2
CCCCN(C(=O)Cc1ccc(S(=O)(=O)N2CCOCC2)s1)c1c(N)n(CC(C)C)c(=O)[nH]c1=O,.,-1.4,7,2,.,.,22,6,-11
O=C(O)c1cccc(NC(=O)c2cccc(S(=O)(=O)N3CCc4ccccc43)c2)c1,-1.0,-3.7,1,-1,-11,-0.6,0,0,3
